Source: PubChem (several laboratories)
GPR7 antag – blocks human GPR7 receptor signaling | P48145 | inhibition, % at 4.4 µM | AID 1861 | GPR7-expressing cells, fluorescence antagonist assay | 290,000 compounds, 1.1% hits; in the data active = inhibition above about 16%, passing the limit was not always enough;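 note: cells stimulated with the agonist NPW; 0% = agonist with vehicle and 100% = vehicle without agonist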
MEKK2wt PB1 HTS – raises or lowers MEK5 binding to wildtype human MEKK2 PB1 domain | binding response (% of control), % at 10 µM | 290,000 compounds, 1.1% hits | Q9Y2U5 | bead flow cytometry, Alexa488-MEK5 binding to MEKK2 WT; actives lie on both sides; in the data active = binding response below about 67% or above about 130%
PfM18AAP inh – PfM18AAP enzyme inhibition. inhibition, % at 7.35 µM. recombinant PfM18AAP, H-Glu-NHMec fluorogenic cleavage. 290,000 compounds, 1.2% hits;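 active = inhibition above the campaign mean inhibition over all tested compounds plus 3 SD, cut at about 28% in these data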;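 note: 0% = plate median of test compound wells and 100% = 2 mM ZnCl2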
MEKK2mut PB1 HTS – signal of MEK5 binding to mutant human MEKK2 PB1 domain. percent response, % at 10 µM. bead flow cytometry, Alexa488-MEK5 binding to MEKK2 mutant. 290,000 compounds, 0.35% hits; in the data active = percent response above about 24%, passing the limit was not always enough; note: inactives centre near 1; some results filed as inactive read as strong as hits
NALP1 inh – NALP1 inhibition; S. cerevisiae NALP1/ASC/caspase-1 growth, X-gal OD620, 72 h; 280,000 compounds, 0.61% hits; inhibition, % at 10 µM; AID 2071; in the data active = inhibition mostly above about 24%, no sharp cut-off; inactive = mostly below about 32%; note: some compounds called inactive have numbers as strong as hits
GalR3 antagonist – blocks the human galanin receptor 3. 360,000 compounds, 0.44% hits. AID 651719. O60755. HEK293 GalR3-CNG cAMP membrane potential fluorescence; galR3 body fused to GalR1 C-terminus. inhibition, % at 3 µM;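 active = inhibition above the screen-wide average plus 3 SD, cut at about 13% in these data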;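 note: forskolin and galanin both at EC90 stimulate the cells; cAMP rise reported by CNG channel membrane potential dye signal; 0% = forskolin plus galanin with DMSO and 100% = forskolin alone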
Target sequence (O60755 1-299 limits assumed): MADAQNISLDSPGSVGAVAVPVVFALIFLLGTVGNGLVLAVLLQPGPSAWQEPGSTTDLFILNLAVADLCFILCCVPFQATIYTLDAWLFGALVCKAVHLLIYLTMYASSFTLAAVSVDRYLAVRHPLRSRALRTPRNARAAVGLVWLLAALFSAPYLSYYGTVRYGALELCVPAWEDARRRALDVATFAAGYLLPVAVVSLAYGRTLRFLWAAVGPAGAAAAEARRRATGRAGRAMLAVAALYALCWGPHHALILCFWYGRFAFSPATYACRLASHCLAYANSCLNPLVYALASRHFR
V1R ag counter – V1a receptor agonism, counter-screen for OXTR agonists; P37288; CHO-V1R cells, Fluo-8 calcium fluorescence, agonist mode; 0% DMSO, 100% 3 nM vasopressin; activation, % at 3 µM; 320,000 compounds, 0.25% hits; AID 2797;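 active = activation above the mean activation of all tested compounds plus 3 SD, per screening run, cut at about 20% in these data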;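 note: signal is peak over basal fluorescence ratio across a 100 second FLIPR read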
OXTR potentiate – potentiators of human oxytocin receptor | P30559 | CHO-OTR cells, Fluo-8 calcium fluorescence, potentiator mode; 0% = oxytocin EC15, 100% = EC100 | activation, % at 3 µM | 320,000 compounds, 0.061% hits | AID 2445;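 active = activation above that plate's cutoff, the mean activation of tested compounds plus 3 SD, cut at about 6.6% in these data, passing the limit was not always enough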;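 note: 100% uses oxytocin at 75 nM as the full agonist control; some results filed as inactive read as strong as hits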
Target sequence (P30559 whole entry, looked up): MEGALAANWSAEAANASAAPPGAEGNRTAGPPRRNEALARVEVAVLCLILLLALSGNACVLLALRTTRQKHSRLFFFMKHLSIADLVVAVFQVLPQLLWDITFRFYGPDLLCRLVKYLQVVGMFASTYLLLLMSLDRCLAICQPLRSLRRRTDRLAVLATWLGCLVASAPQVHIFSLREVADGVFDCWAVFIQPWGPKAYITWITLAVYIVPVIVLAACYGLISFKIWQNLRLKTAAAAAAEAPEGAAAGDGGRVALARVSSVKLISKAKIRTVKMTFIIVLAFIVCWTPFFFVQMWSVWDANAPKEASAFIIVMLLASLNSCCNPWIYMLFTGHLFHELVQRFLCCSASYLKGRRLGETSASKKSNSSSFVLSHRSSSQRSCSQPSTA
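System: human OTR in CHO cells; Also added: sub-maximal oxytocin, roughly EC15; Timing: compound 6 min at room temperature before oxytocin, 100 s read; Technique: Fluo-8 intracellular calcium fluorescence, ex 470-495, em 515-575 nm; Controls: oxytocin EC15 low and EC100 high; Replication: singlicate.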
OXTR agonist – activates the human oxytocin receptor; AID 2435; activation, % at 3 µM; P30559; 320,000 compounds, 0.32% hits; CHO-OTR cells, Fluo-8 calcium fluorescence; normalized: DMSO 0%, oxytocin 100%;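 active = activation above the mean of all tested compounds plus 3 SD, cutoff set per screening run, cut at about 20% in these data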;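 note: peak over basal fluorescence ratio from a 100 s FLIPR kinetic read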
* = called active by the depositor; · = no result given; [ ] = dose if it differs, or a comment.

SMILES	GPR7 antag	MEKK2wt PB1 HTS	PfM18AAP inh	MEKK2mut PB1 HTS	NALP1 inh	GalR3 antagonist	V1R ag counter	OXTR potentiate	OXTR agonist
O=S(=O)(NCc1ccccc1)c1ccc(Br)s1	4	106	-1	8	8	-8	·	·	·
Cc1ccc2nc(SCC(=O)c3c(N)n(C)c(=O)n(C)c3=O)[nH]c2c1	-7	106	-6	3	13	2	-0.6	-21	0.0
CC(=O)c1ccc(N2CCC(c3cc(-c4ccc(Cl)cc4Cl)n[nH]3)CC2)c([N+](=O)[O-])c1	15	108	3	-1	3	-6	2.3	-1	0.3
CCCn1c(O)c(N=Nc2ccc3ccccc3n2)c2ccccc21	0	101	0	3	23	0	0.1	-8	-1.0
O=C(CCl)Nc1ncc(S(=O)(=O)c2ccc([N+](=O)[O-])cc2)s1	·	·	·	·	·	-5	3.2	-3	4.9
O=C(NC1=NCCS1)c1ccc(-c2ccc(Cl)cc2)o1	2	106	0	5	26	-3	0.6	-2	-0.4
O=C(NCc1ccco1)c1n[nH]c(=O)c2ccccc12	4	95	11	-1	10	-4	0.7	-6	0.2
CCN(CC(=O)Nc1ccc(OC(F)F)cc1)C1CCCCC1	5	98	0	-6	-3	-5	-0.6	-1	-0.6
COc1ccc(C=O)cc1CSc1ccccn1	0	90	-1	-12	-36	-3	-0.8	-6	-2.1
COC(=O)C1CSC(C(=O)OC)N1C(=O)CN1CCN(c2ccc(OC)cc2)CC1 (configuration not stated)	-9	99	14	2	-7	-5	1.5	-10	-0.6
O=C(C(c1ccccc1)c1ccccc1)N1CCN(CC(O)COc2ccccc2)CC1 (configuration not stated)	4	97	3	0	3	-5	-0.1	-12	-0.2
O=C1CCC(C(=O)N2CCCC(C(=O)c3ccc4ccccc4c3)C2)=NN1 (configuration not stated)	-2	100	-1	5	-7	-1	2.5	-3	1.7
COc1ccc(C(=O)Nc2cccc([N+](=O)[O-])c2)cc1Br	6	111	-2	7	·	10	-0.8	-7	-1.0
COc1cccc(-c2cccc(NC(=O)C3CCN(C4CCOCC4)CC3)c2)c1	-9	95	2	-2	12	2	0.7	-7	-0.2
CN(CCc1cn[nH]c1)C(=O)CC1C(=O)NCCN1Cc1cccc(Oc2ccccc2)c1 (configuration not stated)	-12	106	5	5	-1	-8	0.3	-1	-0.5

13 compounds out of the list, ordered by heavy-atom count, low to high:
SMILES	GPR7 antag	MEKK2wt PB1 HTS	PfM18AAP inh	MEKK2mut PB1 HTS	NALP1 inh	GalR3 antagonist	V1R ag counter	OXTR potentiate	OXTR agonist
O=S(=O)(NCc1ccccc1)c1ccc(Br)s1	4	106	-1	8	8	-8	·	·	·
COc1ccc(C=O)cc1CSc1ccccn1	0	90	-1	-12	-36	-3	-0.8	-6	-2.1
O=C(NCc1ccco1)c1n[nH]c(=O)c2ccccc12	4	95	11	-1	10	-4	0.7	-6	0.2
COc1ccc(C(=O)Nc2cccc([N+](=O)[O-])c2)cc1Br	6	111	-2	7	·	10	-0.8	-7	-1.0
O=C(CCl)Nc1ncc(S(=O)(=O)c2ccc([N+](=O)[O-])cc2)s1	·	·	·	·	·	-5	3.2	-3	4.9
CCN(CC(=O)Nc1ccc(OC(F)F)cc1)C1CCCCC1	5	98	0	-6	-3	-5	-0.6	-1	-0.6
Cc1ccc2nc(SCC(=O)c3c(N)n(C)c(=O)n(C)c3=O)[nH]c2c1	-7	106	-6	3	13	2	-0.6	-21	0.0
O=C1CCC(C(=O)N2CCCC(C(=O)c3ccc4ccccc4c3)C2)=NN1 (configuration not stated)	-2	100	-1	5	-7	-1	2.5	-3	1.7
COc1cccc(-c2cccc(NC(=O)C3CCN(C4CCOCC4)CC3)c2)c1	-9	95	2	-2	12	2	0.7	-7	-0.2
COC(=O)C1CSC(C(=O)OC)N1C(=O)CN1CCN(c2ccc(OC)cc2)CC1 (configuration not stated)	-9	99	14	2	-7	-5	1.5	-10	-0.6
CC(=O)c1ccc(N2CCC(c3cc(-c4ccc(Cl)cc4Cl)n[nH]3)CC2)c([N+](=O)[O-])c1	15	108	3	-1	3	-6	2.3	-1	0.3
O=C(C(c1ccccc1)c1ccccc1)N1CCN(CC(O)COc2ccccc2)CC1 (configuration not stated)	4	97	3	0	3	-5	-0.1	-12	-0.2
CN(CCc1cn[nH]c1)C(=O)CC1C(=O)NCCN1Cc1cccc(Oc2ccccc2)c1 (configuration not stated)	-12	106	5	5	-1	-8	0.3	-1	-0.5

Continuation.
SMILES	GPR7 antag	MEKK2wt PB1 HTS	PfM18AAP inh	MEKK2mut PB1 HTS	NALP1 inh	GalR3 antagonist	V1R ag counter	OXTR potentiate	OXTR agonist
C#CCOc1ccccc1CNc1ccccc1	-7	95	-1	-4	18	-4	-0.9	-13	-0.6
O=C(NNC1CC(=O)N(c2ccccc2)C1=O)c1ccccc1Cl (configuration not stated)	-5	96	-7	-16	5	-3	-0.6	-5	0.0
CC(C)(C)SC(=O)CC1NS(=O)(=O)OC2CCCCC12 (configuration not stated)	-2	104	7	-2	12	-3	-0.3	-19	-2.6
CN(C)c1ccc(NC(=O)Cc2ccccc2)c2ccccc12	4	97	5	-1	13	-11	-0.8	5	-1.5
Cn1cc([N+](=O)[O-])c(C(=O)NCc2cc3ccccc3[nH]2)n1	1	103	3	0	25	-3	0.5	-7	-1.5
COc1cccc(OC)c1C(=O)Nc1cccc(S(=O)(=O)Nc2ccccc2Cl)c1	·	·	·	·	·	-6	1.5	-6	-0.2
Cc1onc(-c2ccccc2Cl)c1C(=O)N1CCC(C(N)=O)CC1	1	97	1	4	13	2	·	·	·
Cc1cc(NC(=O)Cn2nnc3sc4c(c3c2=O)CCC(C(C)(C)C)C4)no1 (configuration not stated)	1	95	8	3	-15	-6	-0.6	0	-0.1
CCOc1cccc(C(=O)Nc2ccc(S(=O)(=O)Nc3cc(C)on3)cc2)c1	-1	110	-1	7	-6	-8	-0.7	-1	0.2
CC1=C(C(=O)Nc2ccccc2)C(c2ccco2)NC(=O)N1 (configuration not stated)	-5	106	2	-8	·	1	2.3	-4	1.2
CCNC(=O)NC(=O)C(C)Oc1ccc(Br)cc1Br (configuration not stated)	6	95	7	-1	11	-5	-1.3	2	-1.3
CCCCCCN[C@H]1CCC2C3CC=C4C[C@@H](O)CC[C@]4(C)C3CC[C@@]21C (some centres not stated)	·	·	·	·	·	-6	4.0	-9	2.9
CC1CCCC(C)N1C(=O)COC(=O)/C=C/c1ccco1 (configuration not stated)	·	·	·	·	·	-9	0.0	-5	-0.1
CC(=O)NC(Cc1ccccc1)c1ccc2c(c1)OCCCO2 (configuration not stated)	-3	95	2	-4	27	6	0.2	-5	-0.1
Cc1cc(C(=O)NCc2cc(C(=O)O)co2)co1	0	91	2	-3	17	2	0.8	-7	0.8
CCOc1ccc(S(=O)(=O)NC2=NCCCCC2)cc1	·	·	·	·	·	-6	-0.4	7	1.0
CC(C)C(=O)NC(C)C(c1cccs1)N1CCOCC1 (configuration not stated)	-4	95	-1	1	27	-4	0.4	1	1.6
N#Cc1c[nH]n2c(=O)c3c(nc12)CCCC3	-15	·	1	·	-12	·	0.2	1	-0.3
COc1ccc(S(=O)(=O)N2CCOC2CNC(=O)C(=O)NCCc2ccccc2)cc1OC (configuration not stated)	-4	100	2	4	-11	·	1.1	-7	1.9
CC(=O)c1c(C)[nH]c(C(=O)N(C)C(c2ccccc2)c2ccccc2)c1C	-11	108	4	-2	13	-6	0.0	-7	-2.3
C=CC[C@@H](CC(=O)N(CCO)Cc1ccccc1)C(=O)N[C@@H](COC(=O)[C@H](CC=C)CC(=O)OC(C)(C)C)Cc1c[nH]c2ccccc12	·	·	·	·	·	-2	0.2	-10	-1.3
COc1ccc2c(C)c(CC(=O)N3C[C@H]4C[C@@H](C3)c3cccc(=O)n3C4)c(=O)oc2c1OC	-9	111	0	4	3	-3	0.6	-6	-0.1
CC(=O)Nc1ccc(C(=O)COC(=O)c2cc(C)oc2C)c(F)c1	·	·	·	·	·	-6	4.6	-10	7.1
O=C1c2ccc([N+](=O)[O-])cc2C(=O)N1Cc1cccnc1	-16	118	-2	25*	-8	-3	-0.1	-12	-0.4
Cc1ccc(CNC(=O)CN(C2CCCCC2)S(C)(=O)=O)cc1	0	55*[inhibitor]	-11	5	3	0	0.6	-6	-1.2
CC(OC(=O)Cc1coc2cc3c(cc12)CCC3)C(=O)NC(N)=O (configuration not stated)	1	103	6	0	20	-7	2.3	-10	0.0
c1cncc(-c2nnc3sc(-c4ccco4)nn23)c1	4	98	5	-1	19	-3	0.1	4	0.6
Cc1cc(C)n(C(C)CNS(=O)(=O)c2ccc(C)c(C)c2)n1 (configuration not stated)	-15	103	-9	2	27	-10	-0.1	-10	0.0
COc1ccc(OC)c(/C=N/NC(=O)CCN2CCN(C(c3ccccc3)c3ccccc3)CC2)c1	-9	127	-2	28	0	-6	-0.6	-1	-1.0
O=C1OCCC1Sc1nnc(-c2ccccc2Cl)n1Cc1ccccc1 (configuration not stated)	5	101	-1	-1	25	-3	1.4	-10	0.5
CC(C)CCNC(=O)c1cn(C)c2ccc(S(=O)(=O)N3CCCC3)cc2c1=O	-4	99	0	2	-23	-3	0.3	-2	0.6
CCOC(=O)c1nn(-c2cc(C(=O)OC)cc(C(=O)OC)c2)cc1O	-10	93	5	-3	1	1	-0.6	1	0.8
NC(=O)CSc1nnc(C2CC2)n1Cc1ccccc1	-5	105	-3	3	23	2	1.2	-2	1.3
Cc1cc(C(=O)COC(=O)CN=C2NS(=O)(=O)c3ccccc32)c(C)n1CCc1ccc(Cl)cc1	14	100	-3	-2	26	-2	2.5	-3	1.2
O=C(Cn1cnc2ccccc2c1=O)Nc1ccc(-c2nnc3n2CCCCC3)cc1	1	105	4	1	14	-4	0.2	-4	0.1
COC(=O)C1CCN(C(=O)[C@H](C)NC(=O)C2CC(=O)N(c3ccc(F)cc3)C2)CC1 (some centres not stated)	-10	99	-3	1	12	-7	1.3	1	-0.2
Cc1ccc(OCC(=O)N(C)Cc2ccccc2)c([N+](=O)[O-])n1	-4	97	-7	13	22	-2	1.6	0	-0.9
